Compound activity as filed in PubChem BioAssay.
HSP90 refold inh: HSP90 refolding inhibition in rabbit reticulocyte lysate | hit rate 0.91% among 290,000 | AID 1789 | luciferase refolding luminescence, 3 h | inhibition, % at 5.6 µM;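 active = inhibition above the screen-wide mean plus 3 SD, computed separately per campaign, cut at about 16% in these data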;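 note: 0% = DMSO wells and 100% = 60 µM geldanamycin wells; inhibitors lower the luminescence because luciferase stays unfolded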
SKKanGAS inh: inhibitors of SKKanGAS S. pyogenes growth in kanamycin (SK-promoter or general growth effect) | BacTiter-Glo, 6 h | inhibition, % at 7.5 µM | hit rate 1.3% among 300,000 | AID 1662;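 active = mean replicate score, as percent of positive control median, at least 50; inconclusive = mean below 50 but one replicate at or above 50; inactive = mean and every replicate below 50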;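 note: strain carries kanamycin resistance gene driven by streptokinase promoter and grows in 40 µg/ml kanamycin; loss of luminescence reflects streptokinase promoter inhibition or plain growth inhibition; 0% = median of DMSO wells and 100% = positive control at its reference dose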
HIF activator: HIF pathway transcriptional activation. activation, % at 7.5 µM (by protocol). AID 1910. hit rate 0.32% among 300,000. U2OS HRE-luciferase reporter, luminescence; normalized: DMSO 0%, desferrioxamine 100%;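 active = mean activation of at least 10% of the iron chelator positive control signal, with at least half of replicates also reaching 10%; inconclusive = mean and replicate majority disagree about reaching 10%; inactive = mean and most replicates under 10%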
Platelet DG rel: platelet dense granule release activity. hit rate 0.22% among 300,000. human platelet-rich plasma, SFLLRN dense granule ATP release, luminescence. inhibition, %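 (compounds screened at 7.5 µM in platelet-rich plasma)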. AID 1663;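 active = mean replicate score, as percent of positive control, at or above 50; inconclusive = mean below 50 but at least one replicate at or above 50; inactive = mean and every replicate below 50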
AI-2 QS modul: modulators of Vibrio harveyi AI-2 quorum sensing system; Vibrio harveyi JMH597 AI-2 luminescence/OD600 ratio, 9 h; hits give low values; strain lacks LuxN and CqsS sensors; 0 = neutral-control median; activity change, % at 7.5 µM; hit rate 0.4% among 300,000; AID 2094; in the data active = activity change below about -75%, passing the limit was not always enough; inconclusive = no clear call, values can overlap the other calls;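 note: luminescence divided by OD600 gain over 9 h not by final OD600 alone; inactives centre near 13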
aSyn UTR inh: 5' untranslated region of α-synuclein, MLPCN primary screen; alpha-synuclein 5'UTR reporter, inhibitor activity; hit rate 0.82% among 300,000; inhibition, % (tested at 7.5 µM); in the data active = inhibition above about 60%; inconclusive = no clear call, values can overlap the other calls;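 note: H4 neuroglioblastoma cells stably carrying SNCA 5'UTR luciferase fusion; 0% = DMSO wells and 100% = positive control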
HSF1 inh: HSF1 inhibition. NIH3T3-HGL HSE-luciferase, MG132-induced, luminescence 8 h; hits give low values. hit rate 0.77% among 300,000. activity change, negative = inhibition, % at 7.5 µM (by protocol);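 active = more than half of replicate wells show activity change below -50%, luminescence cut by over half; inconclusive = some wells, but at most half, below -50%; inactive = no replicate well below -50%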;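 note: luciferase reports HSF-1 transcriptional activity via heat shock element; 0% = median of DMSO wells and -100% = zero luminescence signal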
HSF1 activator: increases HSF-1 driven luciferase reporter signal; NIH3T3-HGL HSF-1 luciferase reporter, MG132, 8 h; 100% = twice DMSO control signal; activation, % at 9 µM; hit rate 1.7% among 300,000;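 active = mean replicate activation of at least 50% with a set share of replicates each reaching 50%; inconclusive = only one of those two conditions met; inactive = mean below 50% and too few replicates reaching it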;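 note: 0% = median of the neutral control wells and 100% = twice that signal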
IEC-6 tox: IEC-6 cytotoxicity, counter-screen for KLF5 inhibitors. luminescence viability. inhibition, % at 5 µM. hit rate 0.78% among 290,000. AID 1825; in the data active = inhibition above about 22%;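 note: 0% = plate median of test compound wells and 100% = cytotoxic reference compound wells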
KLF5 inh: inhibitors of KLF5 expression. DLD-1 KLF5 promoter-luciferase reporter, luminescence. inhibition, % at 5 µM. hit rate 0.23% among 290,000;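 active = inhibition above a per-plate limit of that plate's mean compound inhibition plus 3 SD, cut at about 60% in these data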;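 note: 0% = DMSO wells and 100% = LY294002 at 200 µM; higher means less KLF5 promoter-driven luciferase light; inactives centre near -14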
* marks the source's active call; other numbers are inactive results; ? = inconclusive; . = no result given.

SMILES	HSP90 refold inh	SKKanGAS inh	HIF activator	Platelet DG rel	AI-2 QS modul	aSyn UTR inh	HSF1 inh	HSF1 activator	IEC-6 tox	KLF5 inh
COc1ccc(CC(CC(=O)O)C(=O)Nc2ccc(Cl)c(Cl)c2)cc1 (centres undefined)	-2	5	-1.4	2	31	13	-3	-21	-3	-18
COc1cc2c(cc1NC(=O)CSc1ccc(C)cc1)oc1ccccc12	-3	-3	-0.8	3	8	-15	12	15	6	-1
COc1ccc(C(=O)NCCS(=O)(=O)N2CCN(C(=O)c3ccco3)CC2)cc1	.	-6	-0.1	7	-4	8	-3	-8	.	.
CCCCN(CC)C(=O)Cn1cnc2sc(C)c(S(=O)(=O)N3CCC(C)CC3)c2c1=O	1	0	-0.5	1	20	3	3	-1	-4	-23
Cc1c(Cl)cccc1N1C(=O)C(N2C(=O)c3cccc([N+](=O)[O-])c3C2=O)C1c1cccs1 (centres undefined)	2	13	-0.2	0	32	-28	-7	3	1	4
CC(C)(C)c1ccc(C2C(C#N)=C(N)Oc3n[nH]c(-c4cccnc4)c32)cc1 (centres undefined)	4	-3	-0.6	1	31	13	0	-11	0	-14
Cc1ccc(CNC(=O)c2cnc3ccccc3n2)cc1	6	1	0.6	?	-29	-4	6	13	-6	-7
CCOc1ccccc1OCC(=O)NCc1ccco1	-1	-3	0.0	-8	21	-7	0	3	1	-8
Cc1ccccc1OCCC(=O)Nc1ccccc1C(=O)NC1CC1	.	-9	0.5	8	17	1	-1	-6	.	.
O=C(Nc1nnc(SCC(=O)N2CCCC2)s1)C1CC(=O)N(c2ccccc2)C1 (centres undefined)	5	9	-0.2	1	23	5	2	-9	6	-6
NC(=O)CC1C(=O)N(c2ccc(Cl)cc2)C(=S)N1NC(=O)c1cccc(F)c1 (centres undefined)	5	2	-9.1	2	14	-28	5	43	5	-25
Cc1cc(C=C2C(=O)CCCC2=O)c(C)n1-c1ccccc1	-5	-12	-2.0	-19	-6	-16	-6	11	0	-17
CN(C)c1ccc(N/C(N)=N/c2nc(C(F)(F)F)cc(C(F)(F)F)n2)cc1	-2	-23	1.0	-9	127	-35	0	-6	-1	-15
CCCC1C(=O)Nc2ccccc2N1C(=O)c1ccc(C(C)(C)C)cc1 (centres undefined)	6	1	-0.8	-3	17	9	-14	-20	-2	-19
CCOc1cc2c(cc1OCC)C(C(=O)O)C(c1ccc(OC)c(O)c1)N(C)C2=O (centres undefined)	2	-4	-0.1	-3	25	11	0	7	-4	-13
CCN(CC)C(=O)CC(c1cc(OC)c(OC)c(OC)c1)c1c(OC)cc(OC)c2ccc(=O)oc12 (centres undefined)	.	6	-0.2	-1	-11	12	-1	13	.	.
COc1ccc(C(=O)N/N=C/c2cn[nH]c2-c2ccc(OC)cc2OC)cc1	-2	0	-0.1	9	-6	17	-1	3	-1	-33
Cc1ccc(N(C)C(=O)N2CCN(c3ccccn3)CC2)cc1	0	-1	-0.4	-5	26	-4	11	32	0	4
Cc1c(CCOC(=O)c2cccc([N+](=O)[O-])c2)sc[n+]1CC(=O)c1ccccc1	5	5	0.9	14	13	-13	13	29	-3	-30
Cc1ccc(N2CCN(S(=O)(=O)c3ccc4c(c3)n(C)c(=O)c(=O)n4C)CC2C)cc1 (centres undefined)	-3	2	-0.1	-9	7	12	-3	-18	-3	-39
CCCCN(C)C(=O)c1ccc2c(c1)S(=O)(=O)c1ccccc1C2=O	1	2	0.1	-28	35	-15	-4	-14	6	9
CCOC(=O)c1c(NC(=O)c2cc(-c3cccc(O)c3)on2)sc(C(C)=O)c1C	5	9	-0.1	-18	26	9	2	-7	2	3
CCN(CC)c1ccc(/C=N/NC(=O)Cc2nnc(NC(=O)Nc3ccccc3)s2)cc1	-2	-1	-0.3	-7	-3	-27	-8	7	3	-18
N#C/C(=C\c1cn(CCOc2ccccc2)c2ccccc12)C(=O)NCc1cccs1	1	12	0.0	10	18	31	-3	-3	-1	-15
O=C(c1ccccc1Cl)N1CCN(Cc2ccc3c(c2)OCO3)CC1	-4	-2	0.4	10	10	7	-9	-3	5	-13
Cc1cc(=O)[nH]c(CN2CCC(c3ccccc3)CC2)n1	2	-6	0.0	-1	8	7	-1	11	-7	-15
O=C(Nc1ccnn1C1CCN(CC(O)CO)CC1)C1CCCC1 (centres undefined)	-7	9	-0.7	-3	17	11	2	21	-2	-28
CCN1CCN(S(=O)(=O)c2cccc([N+](=O)[O-])c2)CC1	5	-14	-0.3	-4	3	-1	-4	10	8	-37
CCCSc1nc(N2CCOCC2)c2c(c1C#N)CCCC2	3	11	0.6	4	19	17	12	15	-7	-5
O=C(c1ccc(C(F)(F)F)cc1)N1CCC(=O)N(C(CO)Cc2ccccc2)CC1 (centres undefined)	.	21	0.0	3	7	10	4	-5	.	.
CCOC(=O)N1CCN(Cc2nc3cc(NC(=O)CC(C)C)ccc3n2CC)CC1	-1	0	2.8	-1	30	-49	-5	3	10	-12
Cc1ccc(NC(=O)CC(C)N2CCCC2)cc1 (centres undefined)	-1	-1	0.3	0	9	4	-2	4	2	-10
Cc1cc(C)cc(NC(=O)CSc2nnc(CN3CCOCC3)n2C)c1	0	-3	-0.6	-8	4	-1	15	46	-2	-22
Cn1c(/C=C/c2cccc([N+](=O)[O-])c2)c([N+](=O)[O-])c(=O)n(C)c1=O	6	0	-0.1	9	142	-194	13	5	11	-11
O=C(CN1CCN(c2ccccn2)CC1)Nc1ccc(F)c(F)c1	-2	2	0.1	4	29	3	-3	10	-2	2
O=C(CSc1nnc(-c2ccco2)n1Cc1ccco1)Nc1ccccc1	0	-2	0.4	-1	25	4	-6	0	-1	-23
COc1cccc(C(=O)NN2CC(O)=C(c3nc4ccccc4n3C)C2=N)c1	-2	-5	-0.1	7	9	-10	8	-7	-5	-10
COc1ccccc1NS(=O)(=O)c1ccc(C)c(NC(=O)NC2CCCCC2)c1	2	-15	0.3	7	1	19	0	-3	-7	5
O=C(CN(Cc1ccc(F)cc1)C(=O)c1ccco1)NCc1ccc(F)cc1	3	8	0.3	-8	32	6	5	-10	2	-24
O=[N+]([O-])c1ccc(N2CCN(S(=O)(=O)c3ccc(Cl)cc3)CC2)cc1NCC1CCCO1 (centres undefined)	-3	1	0.3	-2	33	-18	-8	0	1	6
CCCNC(=O)c1onc(CSc2ccc(F)cc2)c1C(=O)NCCOC	.	1	-3.9	-6	24	10	6	5	.	.
CCOC(=O)c1nc(Nc2ccc(C)cc2)c2ccccc2n1	-2	-6	0.2	7	18	8	-6	0	-5	-32
Cc1nc2cc(NC(=O)Nc3ccc(N4CCOCC4)cc3)ccc2n1C	-1	-19	-0.3	-7	6	-5	-8	-19	1	-20
CCOC(=O)C1=C(N)OC2=C(C(=O)CCC2)C1c1ccccc1OC (centres undefined)	-2	-3	-0.2	-2	11	-10	-4	9	-1	-17
Cc1ccsc1C(=O)N1CCCC(CCC(=O)NCc2ccc(F)c(F)c2)C1 (centres undefined)	-2	-8	0.1	-38	26	7	-1	8	-7	-43
O=C(COc1ccc(C2SCCS2)cc1)Nc1ccc(Cl)cc1	-2	3	-0.1	0	23	-9	4	-7	-5	-23
COc1ccc(S(=O)(=O)N2CN(CCc3ccc(OC)c(OC)c3)c3nc4ccccc4nc32)cc1	-1	2	-0.1	-2	13	-2	2	1	-4	-25
COc1ccc(NC(=O)CNC(=O)Cn2cnc3sc(C)c(C)c3c2=O)cc1OC	-2	3	-0.3	-3	8	40	1	1	-4	-47
COc1ccccc1N1C(=O)c2cccc3c(C(=O)O)ccc(c23)C1=O	5	7	-0.3	-2	16	-3	-6	-7	-2	-14
c1c2c(cc3sc(N4CCOCC4)nc13)OCO2	2	-2	1.0	23	14	-64	11	41	2	-100
The list goes on:
SMILES	HSP90 refold inh	SKKanGAS inh	HIF activator	Platelet DG rel	AI-2 QS modul	aSyn UTR inh	HSF1 inh	HSF1 activator	IEC-6 tox	KLF5 inh
Cc1ccc(SCC(=O)Nc2ccc(N3CCOCC3)cc2)cc1	-1	-1	0.2	3	2	-3	5	5	5	-19
CC/C(=N\NC(=O)COc1ccc(Br)cc1)c1ccc(OC)c(OC)c1	-1	-1	-0.5	14	4	30	-8	-9	2	-10
O=C(CCN1C(=O)C2C3C=CC(C3)C2C1=O)NCCc1ccccc1Cl (centres undefined)	-1	2	0.2	.	6	3	-1	-25	0	-23
Nc1ccc2c3c(cccc13)CC2	-1	-5	2.4	11	22	-22	-9	-2	1	2
CCOC(=O)C=C1CCN(c2ncc(C(F)(F)F)cc2Cl)CC1	-1	-2	0.0	1	15	12	1	13	0	-23
COC(=O)CNc1c(-c2ccccn2)nc2ccc(Br)cn12	-4	5	3.1	33	25	-83	28	64*	1	-72
COc1cc(C(=S)N2CCOCC2)cc(OC)c1OC(=O)Cc1ccc(F)cc1	-2	-5	-2.3	-2	5	-2	-5	-11	-1	-24
Cc1nnc(NC(=O)CSc2nnc(-c3ccoc3C)n2CC(C)C)s1	-6	1	-0.5	1	7	-7	5	37	-8	-41
O=C(O)CCn1c(SCc2ccccc2)nc2ccccc21	0	0	.	-2	28	-41	8	16	-3	-26
S=C(Nc1ccccc1)N1CCn2cccc2C1c1cccnc1 (centres undefined)	0	-4	0.2	-14	-6	-4	1	0	-12	-18
CCCCSc1nc(N)c(NC(=O)c2ccco2)c(=O)[nH]1	0	-3	-0.1	3	28	-6	-4	-12	4	-25
Cc1cc2oc(=O)cc(Cn3ccnc3)c2cc1O	1	0	1.5	2	-4	5	-12	-30	1	-15
COc1ccc(C(=O)n2cc(C(C)=O)c3ccccc32)cc1	-3	5	0.0	20	56	-24	-8	-9	9	-7
COc1cccc(/C=N/N2CCN(c3ccncc3S(=O)(=O)N3CCCCC3)CC2)c1	-2	4	-0.5	1	37	11	1	5	4	-3
O=C(O)c1ccc2c(c1)C1C=CCC1C(c1cc3c(cc1Br)OCO3)N2 (centres undefined)	2	16	0.1	-1	3	14	-3	0	8	-3
COc1cc(NC(=O)c2cccs2)c(C(=O)OCC(=O)NC(=O)NC(C)(C)C)cc1OC	1	2	1.1	-2	14	7	3	-3	-2	0
CCN(CC)CCCNC(=O)c1c(O)c2c([nH]c1=O)CCCC2	5	-2	0.3	-4	19	-8	1	16	-1	-19
O=C(COc1ccc2ccc(=O)oc2c1)N1CCN(c2ccc(F)cc2)CC1	-5	-1	-0.7	-8	15	12	2	17	-5	-18
O=S(=O)(NC1CC2CCC1C2)c1ccc(Cl)cc1 (centres undefined)	1	1	1.2	-10	3	7	-5	-25	5	-8
C=CCn1c(CCn2c3ccccc3c3ccccc32)n[nH]c1=S	7	1	0.1	9	4	6	-6	4	6	-48
COCC(=O)OCC(=O)Nc1cc(C(C)(C)C)nn1-c1ccccc1	3	-4	-0.1	2	16	-1	-1	-5	2	-34
